High-throughput results (PubChem BioAssay)
SIRT5 block: inhibitors of human sirtuin-5 desuccinylase; Purified SirT5, succinyl-peptide AMC, trypsin-coupled fluorescence; inhibition, % at 15 µM; 1.1% of 330,000 active; in the data active = inhibition above about 15%
Target sequence (Q9NXA8 whole entry, looked up): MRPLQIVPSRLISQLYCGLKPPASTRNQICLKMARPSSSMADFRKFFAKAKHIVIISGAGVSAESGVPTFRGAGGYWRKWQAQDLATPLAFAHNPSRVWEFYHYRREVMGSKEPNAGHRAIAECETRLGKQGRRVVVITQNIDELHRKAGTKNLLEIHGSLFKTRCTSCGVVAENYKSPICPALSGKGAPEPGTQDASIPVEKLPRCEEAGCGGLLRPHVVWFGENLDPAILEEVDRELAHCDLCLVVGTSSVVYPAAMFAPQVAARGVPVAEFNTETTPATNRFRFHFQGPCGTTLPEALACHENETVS
ERAP1 HTS inh: inhibitors of human ERAP1 aminopeptidase; Q9NZ08; recombinant ERAP1, Leu-AMC fluorescence, 60 min; inhibition, % at 10.7 µM; 0.15% of 340,000 active;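 active = mean replicate inhibition of at least 30%, or all replicates individually reaching that 30% level; inactive = mean below 30% and not every replicate reaching it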;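 also: 0% = neutral control wells and 100% = L-leucinethiol positive control wells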
Casp6 inh: inhibitors of human caspase-6 | P55212 | purified caspase-6, Z-VEID-R110 cleavage fluorescence | inhibition, % at 12.5 µM | 0.53% of 350,000 active | AID 686996;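 active = mean inhibition across replicates at least about 35%, with every replicate also reaching that limit, limit read from the data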;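 also: 0% = median of neutral control wells and 100% = no fluorescence left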
Target sequence (P55212 24-179 limits assumed): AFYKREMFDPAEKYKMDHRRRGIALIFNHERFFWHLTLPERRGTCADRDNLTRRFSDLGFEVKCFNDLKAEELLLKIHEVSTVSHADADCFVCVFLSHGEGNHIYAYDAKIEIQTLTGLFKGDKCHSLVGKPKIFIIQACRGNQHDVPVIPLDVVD
Target sequence (P55212 194-293 limits assumed): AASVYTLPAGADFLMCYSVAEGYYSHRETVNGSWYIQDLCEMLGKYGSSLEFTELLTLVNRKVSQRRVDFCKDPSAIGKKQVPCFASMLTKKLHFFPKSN
miR122 inh: inhibitors of miR-122 in Huh7 cells; activation (reporter increase), % at 12.5 µM; Huh7 miR-122 Renilla luciferase sensor, 48 h; neutral wells = 0, positive control = 100; 0.3% of 340,000 active;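 active = mean replicate activation score at least 90 and every replicate individually at or above 90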;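 also: higher luciferase means less miR-122 activity so hits act as miR-122 inhibitors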
CFTR F508del cor: correctors of CFTR F508del function in bronchial epithelial cells; CFBE cells, YFP halide quenching; stimulated with forskolin plus potentiator P3; % fluorescence drop versus neutral controls; 0.36% of 350,000 active; activity (quench increase), % at 7.58 µM;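 active = mean added fluorescence quench of at least 8% versus neutral control, with both replicates also reaching 8%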;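 also: cells transiently co-express mutant CFTR-F508del with the halide-sensitive YFP; corrector assay measuring rescue of mutant channel to the surface after 24 h compound exposure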
DENV2 CPE rescue: protects cells from dengue virus 2 cytopathic effect | DENV2-infected cells, cytopathic effect rescue, plate reader | CPE inhibition, % at 9.99 µM | 1.7% of 350,000 active; in the data active = CPE inhibition above about 20%, passing the limit was not always enough; tested in BHK-21 cells;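 also: 0% = median of neutral control wells and 100% = median of positive control wells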
ERp5 block: blocks human ERp5 reductase activity on insulin; inhibition, % at 9.99 µM; ERp5 insulin aggregation, absorbance 650 nm, 90 min; AID 651711; Q15084; 0.05% of 350,000 active;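 active = mean replicate inhibition above about 25%, with every replicate also reaching it, limit read from the data, passing the limit was not always enough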
Target sequence (Q15084 whole entry, looked up): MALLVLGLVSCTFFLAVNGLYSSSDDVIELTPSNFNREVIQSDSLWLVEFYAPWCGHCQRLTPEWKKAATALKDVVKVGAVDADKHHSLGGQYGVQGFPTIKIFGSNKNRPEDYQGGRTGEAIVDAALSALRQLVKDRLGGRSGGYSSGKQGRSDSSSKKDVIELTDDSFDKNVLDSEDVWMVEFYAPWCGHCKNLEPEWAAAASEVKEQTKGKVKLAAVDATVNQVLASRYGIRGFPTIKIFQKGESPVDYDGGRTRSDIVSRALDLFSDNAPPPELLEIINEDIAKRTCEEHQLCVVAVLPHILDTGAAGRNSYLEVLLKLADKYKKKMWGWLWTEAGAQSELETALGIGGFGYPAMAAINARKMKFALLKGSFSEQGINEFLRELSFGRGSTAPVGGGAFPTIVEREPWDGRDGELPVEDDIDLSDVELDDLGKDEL
Active calls of the source: *; x = no result given; & = joins results of further samples; [ ] = another dose, or the depositor's remark. The order is random. About 4% of those tested had a hit in this group.

SMILES | SIRT5 block | ERAP1 HTS inh | Casp6 inh | miR122 inh | CFTR F508del cor | DENV2 CPE rescue | ERp5 block
CCOc1ccc(S(=O)(=O)N2CCCCC2)cc1NC(=O)c1cccnc1OCC | -3 | -3 | 0 | -7 | -2.4 | -5 | -3
COc1ccc(NC(=O)N(C)C[C@@H]2Oc3ncc(C#C[C@@H](C)O)cc3C(=O)N([C@H](C)CO)C[C@H]2C)cc1 | 0 | 2 | 0 | -3[16.7 µM] | 0.3 | 1 | 11
CC(C)C#Cc1ccc([C@@H]2[C@H]3CN(C(=O)c4ccc5c(c4)OCO5)CCCCN3[C@H]2CO)cc1 | 4 | -1 | 2 | -27[16.7 µM] | -1.3 | -3 | 4
CC1=CC(=O)N(c2ccc(C)cc2)C1c1ccc(Cl)cc1 (configuration not stated) | 4 | -2 | 4 | -7 | x | 0 | 6
COC(=O)[C@@]1(Cc2ccc(F)cc2)[C@H]2c3cc(C(=O)N(C)C)n(Cc4ccc(Cl)c(C(F)(F)F)c4)c3C[C@H]2CN1C(=O)c1ccccc1 | x | x | -1 | x | -6.2 | -2 | 13
COc1ccc(NC(=O)Nc2ccc3c(c2)[C@H]2C[C@@H](CC(=O)N4CCc5ccccc5C4)O[C@@H](CO)[C@H]2O3)cc1 | -3 | 0 | 3 | -7[16.7 µM] | 0.9 | -1 | -1
C=C(C)c1cccc(C(C)(C)NC(=O)NCCCn2ccnc2)c1 | -2 | -1 | -58 | 4 | -1.4 | 8 | -5
CCCS(=O)(=O)N1CCN(C2Cc3ccccc3C2)CC1 | 17* | -2 | 1 | -3 | -0.4 | 0 | -5
O=C(NC1CCCCC1)N1CCNCC1 | 0 | -1 | -1 | x | 0.6 | -2 | 1
C[C@@H]1CN([C@@H](C)CO)C(=O)c2cc(N(C)C)ccc2O[C@H]1CN(C)Cc1ccc(Cl)c(Cl)c1 | 3 | 1 | 0 | 13[16.7 µM] | 3.5 | -3 | 1
NC(=S)NC1CC2CC1C1C=CCC21 (configuration not stated) | -6 | 2 | -2 | x | 1.8 | 0 | -10
CC1CCN(c2ccccc2NC(=O)c2ccc(Br)o2)CC1 | 0 | 1 | 1 | -1 | 0.3 | 3 | 8
COc1ccc(NC(=O)Nc2cccc3c2O[C@@H](CN(C)Cc2ccc(C(=O)Nc4ccccc4N)cc2)[C@H](C)CN([C@@H](C)CO)C3=O)cc1 | x | 2 | -1 | x | 1.3 | -8 | 1
COCCCNC(=O)CCc1c(C)nc2c(c(C)nn2-c2ccccc2)c1C | -7 | -1 | 1 | 1 | 2.6 | 6 | 0
Cc1ccc(/C(O)=C2/C(=O)C(=O)N(CC(=O)O)C2c2ccc([N+](=O)[O-])cc2)cc1 (configuration not stated) | 3 | 4 | 5 | -5 | 0.4 | 0 | -5
C[C@H](CO)N1C[C@H](C)[C@H](CN(C)Cc2ccc(C(F)(F)F)cc2)OCCCC[C@H](C)Oc2ccc(NC(=O)Cc3ccccc3)cc2C1=O | 1 | -5 | 6 | -12[16.7 µM] | 3.1 | 8 | 0
COc1ccc2c3c([nH]c2c1)[C@H](CO)NCC31CN(C(=O)Nc2c(C)noc2C)C1 | 2 | 1 | 1 | x | 2.6 | -8 | -1
COc1ccc(COC[C@]23N=C4Sc5ccc([N+](=O)[O-])cc5C(=O)N4[C@H](c4ccccc4O2)[C@H]3CO[Si](C)(C)C(C)(C)C)cc1 | 2 | 4 | -2 | x | -2.0 | 4 | 4
Cc1cc(C)cc(OCC(=O)N(Cc2ccco2)c2c(N)n(Cc3ccccc3)c(=O)[nH]c2=O)c1 | -1 | -2 | 0 | -9 | -2.0 | -6 | -3
Cc1cc(C)n2nc(C(=O)OCC(=O)N(C)CC(=O)Nc3ccc(F)cc3)nc2n1 | -1 | 1 | 6 | 1 | 1.7 | -3 | 5
CSc1ccc(/C=N/N2CCN(Cc3ccc(Cl)cc3)CC2)cc1 | -7 | -2 | 8 | -2 | 0.1 | 6 | 4
C[C@@H]1CCCCO[C@H](CN(C)C(=O)Nc2ccccc2)[C@@H](C)CN([C@@H](C)CO)C(=O)c2cc(NS(=O)(=O)c3ccc(F)cc3)ccc2O1 | x | x | x | 1[16.7 µM] | 0.2 | -5 | x
C[C@@H]1CN([C@H](C)CO)C(=O)c2cccc(NS(=O)(=O)c3cccs3)c2O[C@H]1CN(C)C | 4 | -4 | -2 | 6[16.7 µM] | 3.4 | -1 | 0
CC(C)(C)C(=O)NC(=S)N1CCc2ccccc21 | x | -3 | 5 | 8 | -1.2 | x | 3
NC(=O)c1cc([N+](=O)[O-])ccc1N1CCN(Cc2ccccc2)CC1 | -1 | -2 | -3 | 4 | -1.2 | 14 | 2

(cont.)
SMILES | SIRT5 block | ERAP1 HTS inh | Casp6 inh | miR122 inh | CFTR F508del cor | DENV2 CPE rescue | ERp5 block
COc1ccc(C(=O)CCC(=O)NCCc2ccccc2F)cc1 | -5 | 0 | -1 | -8 | -0.4 | -2 | 2
O=C(Nc1ccccc1)N1CC(=O)N2[C@H](C1)[C@H](c1ccc(C#Cc3cccnc3)cc1)[C@@H]2CO | 2 | 1 | 0 | x | 0.7 | 14 | 1
CC1CCCN(C(=O)Nc2ccc([N+](=O)[O-])cc2)C1 (configuration not stated) | x | -11 | -3 | x | -1.5 | 12 | 0
CO[C@@H]1CC[C@@H]2CCOc3c(C#N)cccc3C(=O)N(C)[C@@H](C)C(=O)N(C)C[C@H]1O2 | -3 | 3 | 4 | x | 1.3 | -3 | 3
O=C(CCCOc1ccccc1)N1CCN(S(=O)(=O)c2cccc(F)c2)CC1 | -4 | -1 | 4 | 6 | 4.4 | 4 | -12
Cc1ccc(/C=C/C(=O)OCC(=O)Nc2ccccc2Sc2ccccc2)cc1 | 0 | -1 | 0 | x | x | 6 | -2
CCn1c(=O)cc(OCC(=O)N(C)c2ccccc2F)c2ccccc21 | x | -3 | -1 | -5 | -1.2 | 4 | 12
Cn1ncc2c(Nc3ccc(Cl)c(Cl)c3)ncnc21 | 1 | 0 | x | -1 | 0.5 | -5 | 2
COc1ccc(/C=C2\SC(=S)N(CCC(=O)NC3C=CS(=O)(=O)C3)C2=O)cc1 (configuration not stated) | 0 | 1 | 2 | x | -2.0 | 14 | 3
O=C(O)C[C@H]1CC[C@@H]2[C@H](COC[C@H](O)CN2S(=O)(=O)c2ccc(Oc3ccccc3)cc2)O1 | x | x | x | -1[16.7 µM] | 0.2 | 12 | x
CCCC(C)c1nnc(NC(=O)CN2C(=O)c3ccccc3C2=O)s1 (configuration not stated) | -4 | -3 | 4 | x | -1.4 | 9 | 6
C[C@@H]1CN([C@@H](C)CO)C(=O)c2cc(-c3cncnc3)cnc2O[C@H]1CN(C)Cc1ccncc1 | -3 | 4 | 1 | -3[16.7 µM] | -1.1 | 3 | -2
Clc1ccccc1NCSC1=NCCS1 | x | 3 | -2 | -2 | 2.1 | -3 | -10
C[C@@H]1CN([C@@H](C)CO)C(=O)CCCn2nncc2CO[C@@H]1CN(C)S(=O)(=O)c1ccc(-n2cccn2)cc1 | -1 | -3 | -12&-1 | -2 | -3.2&-1.4 | 2&13 | -8&1
CN1C(=O)C(CC(=O)O)S/C1=N\N=C\c1ccc(O)cc1O (configuration not stated) | 5 | -10 | 4 | 13 | -2.6 | 5 | 7
COc1ccc2c3c([nH]c2c1)[C@H](CO)N(Cc1ccccc1)CC31CN(C)C1 | -5 | -3 | x | x | 2.2 | 4 | 4
COc1ccccc1NC(=O)C(=O)N/N=C(\C)CC(=O)Nc1ccccn1 | 2 | 0 | 1 | 3 | 5.2 | 9 | -4
CC(=O)N1c2ccccc2C(C)=CC1(C)C | -2 | 1 | -2 | -3 | -3.7 | -5 | -2
Cc1[nH]c2ccccc2c1/C=N/NC(=O)CNC(=O)c1cccs1 | -4 | 0 | 1 | x | 0.3 | -1 | x
CCC(C)NC(=O)Cc1c(OC)ccc2cc(Br)ccc12 (configuration not stated) | 6 | 1 | 6 | -10 | -0.4 | -1 | 3
COc1ccc(NC(=O)Nc2ccc3c(c2)C(=O)N([C@H](C)CO)C[C@@H](C)[C@H](CN(C)C(=O)C2CCCCC2)OCCCC[C@@H](C)O3)cc1 | 4 | 1 | -2 | -24[16.7 µM] | -3.4 | -4 | 0
C/C=C/c1ccc([C@H]2[C@@H](CO)N(C(=O)CC)[C@H]2CN(C)Cc2cncnc2)cc1 | -5 | 1 | 1 | x | 2.4 | 2 | -3
CCc1cnc(N2[C@@H](C#N)[C@@H](c3ccc(C4=CCCCC4)cc3)[C@@H]2CO)s1 | -2 | 1 | 0 | x | -3.5 | 3 | 6
O=C(O)CN1C(=O)/C(=C\c2cccc(OCc3ccccc3F)c2)SC1=S | -1 | -6 | 21 | x | 4.0 | 10 | 1
Cc1noc(C)c1S(=O)(=O)Nc1ccc2c(c1)C(=O)N([C@H](C)CO)C[C@H](C)[C@@H](CN(C)C(=O)CCCN(C)C)OCCCC[C@@H](C)O2 | -4&2 | -1&-7 | -38&0 | -3 | 2.8&-1.4 | -1&4 | -4&-3

(cont.)
SMILES | SIRT5 block | ERAP1 HTS inh | Casp6 inh | miR122 inh | CFTR F508del cor | DENV2 CPE rescue | ERp5 block
COc1cc(/C=C2/C(=O)NN(c3cccc(C)c3)C2=O)cc([N+](=O)[O-])c1O | 7 | 9 | 31 | x | -1.3 | -4 | -1
COc1cc(NC(=O)C(C)(C)C)c(C(=O)OCC(=O)Nc2cc(C)on2)cc1OC | -3 | -2 | 1 | -1 | 1.3 | -2 | -13
COc1cccc(C2CC(c3ccccc3OC)n3nc(N)nc3N2)c1 (configuration not stated) | x | x | -2 | -5 | -2.1 | 9 | -5
Cc1ccc(OCc2n[nH]c(=S)n2-c2ccc(Br)cc2)cc1 | 0 | 4 | 6 | -3 | 5.9 | 4 | 1
CC(=O)OCC1=C(C(=O)O)N2C(=O)C(NC(=O)Cn3nc(C(F)F)c(Cl)c3C)C2SC1 (configuration not stated) | -4 | 1 | 30 | -16 | 1.7 | 2 | 3
COc1ccc(C2=NS(=O)(=O)N(C)C(C(=O)NC3CCCCC3)=C2)cc1OC | -3 | -2 | 0 | 3 | -2.5 | -18 | -1
CCN1C(=O)/C(=C\N(C)C)S/C1=N\S(=O)(=O)c1ccccc1 | 0 | 2 | 0 | 1 | 0.8 | 5 | 3
c1ccc2c(c1)OCCOCCOCCO2 | -9 | -1 | 0 | -1 | -1.4 | 3 | 6

Nine structures already listed, arranged by heavy-atom count, largest number first.
SMILES | SIRT5 block | ERAP1 HTS inh | Casp6 inh | miR122 inh | CFTR F508del cor | DENV2 CPE rescue | ERp5 block
Cc1noc(C)c1S(=O)(=O)Nc1ccc2c(c1)C(=O)N([C@H](C)CO)C[C@H](C)[C@@H](CN(C)C(=O)CCCN(C)C)OCCCC[C@@H](C)O2 | -4&2 | -1&-7 | -38&0 | -3 | 2.8&-1.4 | -1&4 | -4&-3
CC(=O)OCC1=C(C(=O)O)N2C(=O)C(NC(=O)Cn3nc(C(F)F)c(Cl)c3C)C2SC1 (configuration not stated) | -4 | 1 | 30 | -16 | 1.7 | 2 | 3
COc1cc(NC(=O)C(C)(C)C)c(C(=O)OCC(=O)Nc2cc(C)on2)cc1OC | -3 | -2 | 1 | -1 | 1.3 | -2 | -13
C/C=C/c1ccc([C@H]2[C@@H](CO)N(C(=O)CC)[C@H]2CN(C)Cc2cncnc2)cc1 | -5 | 1 | 1 | x | 2.4 | 2 | -3
COc1ccc(C2=NS(=O)(=O)N(C)C(C(=O)NC3CCCCC3)=C2)cc1OC | -3 | -2 | 0 | 3 | -2.5 | -18 | -1
CCc1cnc(N2[C@@H](C#N)[C@@H](c3ccc(C4=CCCCC4)cc3)[C@@H]2CO)s1 | -2 | 1 | 0 | x | -3.5 | 3 | 6
COc1cccc(C2CC(c3ccccc3OC)n3nc(N)nc3N2)c1 (configuration not stated) | x | x | -2 | -5 | -2.1 | 9 | -5
Cc1ccc(OCc2n[nH]c(=S)n2-c2ccc(Br)cc2)cc1 | 0 | 4 | 6 | -3 | 5.9 | 4 | 1
c1ccc2c(c1)OCCOCCOCCO2 | -9 | -1 | 0 | -1 | -1.4 | 3 | 6
